Screening data as filed in PubChem BioAssay.
CIT2 TOR yeast: modulators of TOR pathway CIT2-GFP in S. cerevisiae; S. cerevisiae CIT2-GFP strain, flow cytometry, 3 h; 100 means same as DMSO wells; GFP response vs DMSO, % at 10 µM; AID 2029; 320,000 compounds, 0.065% hits;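 active means GFP response relative to DMSO above a set limit, near the screen mean plus 3 SD, cut at about 150% in these data; inconclusive means Fewer than 70 cells measured for a yeast strain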;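 further: ratio of well median GFP fluorescence to mean of DMSO wells on the plate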
MEP2 TOR yeast: modulators of TOR pathway MEP2-GFP in S. cerevisiae; S. cerevisiae MEP2-GFP strain, flow cytometry GFP, 3 h; 100% = DMSO control level; GFP response vs DMSO, % at 10 µM; 330,000 compounds, 0.51% hits; AID 2016;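 active means GFP response versus DMSO above a set limit, roughly screen mean plus 3 SD, cut at about 180% in these data; inconclusive means fewer than 70 cells counted for a yeast strain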;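 further: median GFP fluorescence of the barcode-gated MEP2-GFP cells per well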
AGP1-GFP MLPCN: modulators of TOR pathway AGP1-GFP in S. cerevisiae; S. cerevisiae AGP1-GFP multiplex flow cytometry, 3 h; GFP as percent of DMSO wells; GFP response vs DMSO, % at 10 µM; 320,000 compounds, 0.02% hits; AID 2066;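 active means GFP response relative to DMSO above a set limit, near screen average plus 3 SD, cut at about 150% in these data; inconclusive means fewer than 70 cells counted for the yeast strain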;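 further: median GFP channel fluorescence of the gated AGP1 strain per well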
Yeast superoxide: lowers age-related superoxide in aged yeast cells. superoxide response (% of plate mean), % at 10 µM. AID 2690. 330,000 compounds, 0.18% hits. S. cerevisiae aged cells, superoxide DHE fluorescence; hits give low values;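 active means superoxide response under a set limit, about three screen SD below normal, cut at about 65% in these data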;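 further: yeast aged for seven days with compound at 30 °C before DHE staining; 100% = average MFI of all compound-treated wells on the plate with controls excluded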
Efflux pump mplx: antifungal efflux pump inhibition, Nile Red retention; inhibition, % at 10 µM; S. cerevisiae Candida pump triplex; 330,000 compounds, 0.44% hits;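 active means plate passing quality check with inhibition over a set limit, or well fluorescence over plate mean plus 4 SD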;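 further: Nile Red retained in pooled yeast measured as flow cytometry median fluorescence; 0% = buffer negative control and 100% = Enniatin B positive control; higher means more Nile Red kept so more efflux inhibition; some compounds called inactive have numbers as strong as hits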
LAP4-GFP MLPCN: alters LAP4-GFP fluorescence in TOR pathway yeast screen; S. cerevisiae LAP4-GFP multiplex, flow cytometry GFP, 3 h; median GFP as percent of DMSO wells; GFP response vs DMSO, % at 10 µM; 320,000 compounds, 0.34% hits;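 active means GFP response vs DMSO above a set limit, about the screen mean plus 3 SD, cut at about 150% in these data; inconclusive means under 70 cell events counted for the yeast strain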
AHR act: activators of human aryl hydrocarbon receptor. AID 2796. AHR-responsive luciferase reporter cells, luminescence. 320,000 compounds, 2.5% hits. activation, % at 5 µM; in the data active means activation above about 47%;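 further: 0% = vehicle wells and 100% = reference agonist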
Target sequence (P35869 whole entry, looked up): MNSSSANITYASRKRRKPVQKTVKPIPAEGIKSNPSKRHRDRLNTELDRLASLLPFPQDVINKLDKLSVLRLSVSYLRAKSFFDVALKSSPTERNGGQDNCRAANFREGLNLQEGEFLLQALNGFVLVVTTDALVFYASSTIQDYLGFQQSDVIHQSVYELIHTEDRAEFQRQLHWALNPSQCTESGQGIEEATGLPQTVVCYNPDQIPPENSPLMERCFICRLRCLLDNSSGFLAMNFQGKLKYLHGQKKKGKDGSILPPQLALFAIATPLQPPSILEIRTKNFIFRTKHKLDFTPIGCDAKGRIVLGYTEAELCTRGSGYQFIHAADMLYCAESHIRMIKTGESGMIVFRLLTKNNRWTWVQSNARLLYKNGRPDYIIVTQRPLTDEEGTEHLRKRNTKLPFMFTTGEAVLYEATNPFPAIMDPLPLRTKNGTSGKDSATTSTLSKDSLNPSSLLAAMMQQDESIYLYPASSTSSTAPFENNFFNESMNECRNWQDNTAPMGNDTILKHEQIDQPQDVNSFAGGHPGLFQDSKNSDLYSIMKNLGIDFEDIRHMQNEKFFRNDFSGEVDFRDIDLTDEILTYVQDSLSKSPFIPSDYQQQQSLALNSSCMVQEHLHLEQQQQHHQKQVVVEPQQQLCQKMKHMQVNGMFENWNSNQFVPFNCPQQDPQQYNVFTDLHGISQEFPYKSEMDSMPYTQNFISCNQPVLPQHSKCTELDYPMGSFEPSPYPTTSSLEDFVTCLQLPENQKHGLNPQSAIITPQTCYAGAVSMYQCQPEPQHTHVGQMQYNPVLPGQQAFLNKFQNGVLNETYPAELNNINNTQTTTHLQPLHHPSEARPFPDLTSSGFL
RPL19A TOR yeast: modulators of TOR pathway RPL19A-GFP in S. cerevisiae; percent response vs DMSO, % at 10 µM; 330,000 compounds, 0.3% hits; S. cerevisiae RPL19A-GFP strain, flow cytometry, 3 h; hits give low values; AID 2025;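 active means percent response vs DMSO below 50%; inconclusive means fewer than 70 events counted for the yeast strain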;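 further: median channel GFP fluorescence of the barcoded RPL19A-GFP strain; ratio of sample median GFP to plate DMSO average so 100% = DMSO; lower means less RPL19A-GFP as with rapamycin TOR inhibition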
Active calls of the source: *; ? = inconclusive.

SMILES	CIT2 TOR yeast	MEP2 TOR yeast	AGP1-GFP MLPCN	Yeast superoxide	Efflux pump mplx	LAP4-GFP MLPCN	AHR act	RPL19A TOR yeast
Cc1ccc(S(=O)(=O)N/N=C\c2ccc([N+](=O)[O-])o2)cc1C	96	91	90	111	-0.1	88	1	99
Cc1cc(C)c(S(=O)(=O)Nc2ccncc2)cc1C	96	100	91	103	0.1	86	0	97
O=C1CCCN1CCCNS(=O)(=O)c1cccs1	84	90	88	97	0.1	87	-1	91
COc1ccc(CCN(C)CC(=O)Nc2ccc(F)c(Cl)c2)cc1OC	103	101	101	94	0.5	86	0	103
S=c1[nH]nc(-c2cc(-c3ccccc3)n[nH]2)n1/N=C/c1c(Cl)cccc1Cl	93	96	102	110	0.3	101	20	101
COc1ccc(/C=C/C(=O)N2CCC(c3ccccc3)C2)cc1 (stereo not drawn)	107	107	92	97	-0.1	97	1	101
CC(C)Cc1cc(C(=O)N(C)C2CCCN(Cc3ccccc3F)C2)n(C)n1 (stereo not drawn)	92	91	89	96	0.1	94	-1	91
Cc1cccc(C(=O)NC(=S)NCc2cccnc2)c1	102	100	115	98	-0.1	129	43	110
CCCCn1c(SCC(=O)Nc2ccccc2C(F)(F)F)nc2ccsc2c1=O	108	115	99	90	-0.1	105	-4	97
CCOC(=O)CN1C(=O)C(C)(C)Oc2ccc(C(=O)NC(C)(C)CC)cc21	106	101	108	98	-0.1	96	-4	95
COc1cccc(C2CC(=O)N3CN(c4ccccc4F)CSC3=C2C#N)c1 (stereo not drawn)	105	95	96	106	-0.2	93	4	97
CCC(=O)Nc1ccc(N2CCOCC2)c(S(=O)(=O)Nc2ccc(Cl)cc2)c1	82	100	100	110	-0.1	113	-1	93
CCOc1ccccc1NC(=O)C(CC)Sc1nc2ccsc2c(=O)n1CCC(=O)O (stereo not drawn)	103	115	109	74	0.1	102	1	105
COc1ccc([N+](=O)[O-])cc1N(CC(O)CN(C)C)S(=O)(=O)c1ccccc1 (stereo not drawn)	99	109	98	54*	0.2	107	31	108
CCOC(=O)C1(CCOc2ccccc2)CCN(Cc2ccc(OC)c(O)c2)CC1	105	110	102	93	0.2	102	3	110
CC1(C)CC(NNCCC#N)=CC(=[N+]2CCCC2)C1	95	95	92	105	0.0	93	2	90
CCOC(=O)C(C)(C)NS(=O)(=O)c1ccc(Cl)c([N+](=O)[O-])c1	103	106	104	100	0.0	112	1	106
CCNC(=O)CN(c1ccc(Oc2ccccc2)cc1)S(=O)(=O)c1ccccc1	102	104	?	67	-0.1	?	3	97
Cc1ccc(CCNC(=O)CCn2ccc3cc(S(=O)(=O)N4CCCC4)ccc32)cc1	97	104	109	100	-0.1	110	1	103
CCN(Cc1ccccc1)S(=O)(=O)c1cn(C)cn1	97	111	97	92	-0.3	104	-2	94
COc1cccc(C2NC(=O)NC(C)=C2C(=O)Nc2ccc(C)cc2)c1OC (stereo not drawn)	92	104	107	93	-0.1	93	-1	100
COCCCN1C(=O)c2[nH]nc(-c3cc(C)cc(C)c3O)c2C1c1ccc(O)c(OC)c1 (stereo not drawn)	100	111	96	89	0.0	95	36	95
Cc1cccc(OCC(=O)Nc2ccc3c(c2)nc(CCN2CCCCC2)n3C)c1	111	117	110	99	0.0	101	-4	101
CC1CCN(C(=O)COc2cccc3c2CCN(Cc2ccccc2)C3=O)CC1	101	99	108	97	0.0	104	-3	101
CCOC(=O)N1CCC(NC(=O)CCc2nc(-c3ccccc3F)no2)CC1	101	100	105	115	0.0	109	6	105
Cc1sc2nc(COC(=O)c3ccc(N4CCCC(C)C4)c([N+](=O)[O-])c3)[nH]c(=O)c2c1C (stereo not drawn)	91	97	92	106	0.9	90	4	104
Cc1ccc(CCNC(=O)NC(C)(C)C)cc1	99	102	103	108	0.1	101	18	102
O=C(Nc1ccc2oc(=O)ccc2c1)c1ccc2ccccc2c1	100	99	103	82	-0.1	98	-11	103
CC1CCN(C(=O)/C(=C\c2cccs2)NC(=O)c2ccccc2)CC1	101	95	95	93	0.0	94	0	96
COc1ccc(/C=N/Nc2nc3ccccc3o2)cc1OC	102	100	97	106	0.1	101	19	99
CN(C)CCCCCN(C)Cc1cc2ccccc2o1	94	98	94	98	0.0	100	-1	96
CCN(CC)S(=O)(=O)c1ccc(Cl)c(C(=O)Nc2nncs2)c1	100	96	106	92	0.0	100	-2	97
COc1ccc(C(=O)N2CCN(c3ccc(F)cc3)CC2)cc1S(=O)(=O)NC1CC1	107	104	107	100	0.1	101	4	108
CN(C)c1cccc(C(=O)OCC(=O)Nc2ccccc2-c2ccccc2)c1	99	113	105	104	0.4	114	0	107
Cn1ncc(Cl)c1C(=O)Nc1ccncc1	85	94	94	81	2.1	92	-1	92
COc1ccc(NC(=O)CCCCCN2C(=O)c3cccc([N+](=O)[O-])c3C2=O)c(OC)c1	100	98	98	96	-0.1	89	-3	102
CCN(CC(=O)Nc1sc2c(c1C#N)CCCC2)Cc1nc2ccccc2c(=O)[nH]1	103	104	104	107	0.2	100	4	108
CN(C(=O)CSc1nncn1-c1ccccc1)c1ccccc1	96	89	92	90	-0.1	95	-1	93
COc1cc(Cn2cnnn2)ccc1O	101	108	106	96	0.1	112	1	103
O=C(Nc1nnc(C2CC2)s1)C1CCCCN1S(=O)(=O)c1ccccc1 (stereo not drawn)	108	100	108	107	-0.1	96	7	101
O=C(O)c1cccc(Cl)n1	107	102	105	102	-0.1	107	2	102
O=C(CN1C(=O)c2ccccc2C1=O)Nc1cccc2cccnc12	96	97	100	81	-0.2	93	1	98
COc1ccc2cc(CN(CCc3ccccc3)Cc3nnnn3Cc3ccco3)c(=O)[nH]c2c1	94	145	96	99	0.0	83	2	93
CCc1nnc(NC(=O)c2cccs2)s1	124	100	107	117	0.0	95	7	103
COc1ccc(-c2nnc(SCc3cc(C)cc(C)c3)o2)cc1	88	97	80	95	0.1	104	-6	85
Cn1c(SCC(=O)O)nnc1-c1cccc(NC(=O)c2cccc3ccccc23)c1	100	108	88	110	0.0	104	4	102
O=C(c1ccc(N2C(=O)CCC2=O)cc1)N1CCOCC1	61	90	73	96	0.0	90	0	108
CC(=O)C1C(c2ccc(F)c(F)c2)NC(=O)NC1(O)C(F)(F)F (stereo not drawn)	104	104	103	122	0.0	98	-2	105
COC(=O)c1cc(N2CCN(C)CC2)nc2ccccc12	100	109	103	98	-0.2	112	0	98
Cc1cccc(NC(=O)C2CC(O)CN2C(=O)Oc2ccccc2)c1 (stereo not drawn)	103	99	101	96	0.0	94	1	102
Cc1ccc(C(C(=O)NC2CCCCC2)N(Cc2ccccc2)C(=O)Cc2c[nH]c3ccccc23)o1 (stereo not drawn)	92	102	99	108	0.8	100	10	102
CCc1cccc2c(C(=O)CSc3nnc(C4CC4)o3)c[nH]c12	95	107	115	91	-0.1	123	12	102
Cc1cccc2cc(C#N)c(N3CCC(O)CC3)nc12	76	102	89	75	0.1	98	6	108
COc1ccc(/C=C/C(=O)Nc2ccc(C34CC5CC(CC(O)(C5)C3)C4)cc2)cc1OC	98	101	99	90	-0.1	96	-6	101
Cc1nn(C)c(C)c1CNC(=O)Nc1ccc(Cl)cc1	95	95	95	115	0.1	101	10	97
CNC(=S)N(C)/N=C1/C(=O)N(Cc2c(Cl)cccc2Cl)c2ccccc21	84	94	95	125	0.3	102	17	93
O=C(/C=C/c1ccco1)Nc1ccccc1N1CCCCC1	97	116	72	106	0.1	95	-2	94
CN(Cc1cccc2ncccc12)C(=O)CC1C(=O)NCCN1Cc1ccc(F)cc1 (stereo not drawn)	96	90	103	90	0.0	93	0	97
CCN(CC)CCCNC(=O)c1cc(-c2ccc(O)cc2)on1	94	95	97	106	0.1	95	0	96
COc1ccc(C(=O)NC2CCCc3ccccc32)c(OC)c1OC (stereo not drawn)	89	98	104	99	0.2	107	3	99
Next section.
SMILES	CIT2 TOR yeast	MEP2 TOR yeast	AGP1-GFP MLPCN	Yeast superoxide	Efflux pump mplx	LAP4-GFP MLPCN	AHR act	RPL19A TOR yeast
CS(=O)(=O)c1ccc(CNC(=O)[C@]2(C(F)(F)F)C[C@H](CCc3ccccc3)CCCO2)cc1	98	109	101	99	-0.2	106	-3	100
CN1CCC(OC(=O)c2cccc(Br)c2)CC1	98	86	96	96	0.1	103	2	93
COc1ccccc1NC(=O)N1CCCC1C(=O)NCc1cccs1 (stereo not drawn)	95	101	64	108	-0.5	91	-1	93
O=C(NCCCN1CCOCC1)c1nn2c(C(F)(F)F)cc(-c3ccco3)nc2c1Cl	116	109	98	95	0.1	99	-1	100
